Screens from PubChem.
USP8 block: blocks human USP8 ubiquitin-rhodamine cleavage; P40818; purified USP8, Ub-rhodamine cleavage fluorescence, 30 min; inhibition, % at 20 µM; 47,000 compounds, 4.2% hits; AID 1645853
USP7 block: blocks human USP7 ubiquitin-rhodamine cleavage. inhibition, % at 20 µM. AID 1645854. Q93009. 47,000 compounds, 0.3% hits. purified USP7, Ub-rhodamine cleavage fluorescence
USP28 block: inhibitors of human USP28 deubiquitinase; AID 1645857; inhibition, % at 25 µM; purified USP28, Ub-rhodamine cleavage fluorescence, 30 min; 47,000 compounds, 3% hits; Q96RU2
USP10 inh: blocks human USP10 ubiquitin-rhodamine cleavage | purified USP10, Ub-rhodamine fluorescence, 60 min | inhibition, % at 20 µM | 47,000 compounds, 1.1% hits | AID 1645856
Target sequence (Q14694 whole entry, looked up): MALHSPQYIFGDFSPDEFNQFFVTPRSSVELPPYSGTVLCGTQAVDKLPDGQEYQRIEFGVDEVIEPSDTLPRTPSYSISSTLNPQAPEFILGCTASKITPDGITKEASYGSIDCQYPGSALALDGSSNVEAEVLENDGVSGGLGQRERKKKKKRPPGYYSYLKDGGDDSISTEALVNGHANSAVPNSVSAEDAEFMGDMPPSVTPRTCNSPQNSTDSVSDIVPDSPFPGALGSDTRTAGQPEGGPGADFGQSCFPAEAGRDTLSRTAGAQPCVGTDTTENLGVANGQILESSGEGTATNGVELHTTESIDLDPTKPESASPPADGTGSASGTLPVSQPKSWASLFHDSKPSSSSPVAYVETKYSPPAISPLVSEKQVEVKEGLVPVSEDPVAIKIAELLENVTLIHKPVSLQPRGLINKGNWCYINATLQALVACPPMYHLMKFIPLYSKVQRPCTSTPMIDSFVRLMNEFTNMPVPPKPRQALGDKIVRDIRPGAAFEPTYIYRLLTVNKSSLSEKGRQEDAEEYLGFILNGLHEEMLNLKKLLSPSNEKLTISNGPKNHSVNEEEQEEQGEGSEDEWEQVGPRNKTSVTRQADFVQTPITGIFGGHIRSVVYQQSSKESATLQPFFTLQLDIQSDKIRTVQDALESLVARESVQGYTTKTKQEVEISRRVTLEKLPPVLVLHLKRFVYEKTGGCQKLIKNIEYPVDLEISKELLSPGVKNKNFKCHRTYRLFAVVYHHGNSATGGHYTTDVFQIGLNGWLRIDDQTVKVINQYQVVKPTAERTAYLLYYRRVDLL
OTUD3 inh: inhibitors of human OTUD3 deubiquitinase; purified OTUD3, Ub-rhodamine fluorescence, 2 h; Q5T2D3; inhibition, % at 25 µM; 47,000 compounds, 0.7% hits
USP17 block: blocks human USP17 ubiquitin-rhodamine cleavage. purified USP17, Ub-rhodamine cleavage fluorescence, 3 h. inhibition, % at 50 µM. 47,000 compounds, 6.5% hits. AID 1645855
UCHL1 block: blocks human UCHL1 ubiquitin-rhodamine cleavage; P09936; purified UCHL1, Ub-rhodamine cleavage fluorescence; inhibition, % at 20 µM; 47,000 compounds, 0.2% hits
Target sequence (P09936 whole entry, looked up): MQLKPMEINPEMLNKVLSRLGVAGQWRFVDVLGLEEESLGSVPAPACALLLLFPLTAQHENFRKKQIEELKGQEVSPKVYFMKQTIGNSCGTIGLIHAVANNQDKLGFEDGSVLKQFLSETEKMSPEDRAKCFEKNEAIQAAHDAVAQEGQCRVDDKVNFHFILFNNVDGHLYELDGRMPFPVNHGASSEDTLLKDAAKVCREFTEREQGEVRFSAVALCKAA
USP30 block: blocks human USP30 ubiquitin-rhodamine cleavage; inhibition, % at 25 µM; Q70CQ3; AID 1645860; purified USP30, Ub-rhodamine cleavage fluorescence; 47,000 compounds, 5.3% hits
An asterisk follows results filed as active; . = not tested or not shown. Rule as the data show it: active = inhibition above about 30%; inactive = the rest. An unsorted share of the library. Share with any hit: about 13%.

structure	USP8 block	USP7 block	USP28 block	USP10 inh	OTUD3 inh	USP17 block	UCHL1 block	USP30 block
O=c1c2ccccc2nc(CSc2nc3ccc4[nH]snc4c3n2)n1-c1ccccc1	15	10	51*	2	23	51*	10	37*
NC(=O)c1cccc(CN2CCC3(CC2)CC3c2nnc3n2CCCCC3)c1 (stereo unspecified)	-18	-5	.	-5	-3	-19	-6	.
Cc1ccc(N2C(=O)N(CC(=O)Nc3cc(C)cc(C)c3)C(=O)C2C)cc1 (stereo unspecified)	-3	-1	-2	0	-21	-6	2	-50
CC(=O)N1CCN(S(=O)(=O)c2ccc(Cl)cc2)CC2(CNC(=O)C2)C1 (stereo unspecified)	-24	5	10	3	12	5	2	25
CCc1nc(SCC(=O)Nc2ccc(Cl)c(Cl)c2)c2oc3ccccc3c2n1	-241	7	1	13	1	25	2	18
C[C@@H]1CC[C@H]2C(CN3CCN(Cc4ccc5c(c4)OCO5)CC3)C(=O)O[C@]23[C@H]1CC[C@@]1(C)O[C@@H]31 (stereo partly specified)	-53	-1	-10	-3	-5	-17	-1	-25
O=C(Nc1cccc([N+](=O)[O-])c1)Nc1ccc2snnc2c1	95*	84*	6	56*	-1	-5	68*	-16
COc1cc2c(c(OC)c1OC)-c1ccc(NCc3ccccc3F)c(=O)cc1[C@@H](NC(C)=O)CC2	-72	-10	-22	-4	-37	-47	-9	-100
CC(C)CN1C[C@H]2CCN(C(=O)COc3ccccc3)CC[C@H]2S1(=O)=O	0	1	14	1	13	10	2	27
c1ccc(CSc2c[nH]c3ccccc23)cc1	3	3	24	8	8	6	6	11
Cc1cn2nc(N3CCC(C4CCCCCN4C(=O)C4CCOCC4)CC3)sc2n1 (stereo unspecified)	15	-10	2	-1	7	16	1	19
COc1ccc(OS(=O)(=O)CS(C)(=O)=O)cc1	-4	0	0	1	0	-2	-2	-5
O=C(c1c2c(-c3cccnc3)ncnc2n2ccccc12)N1CCOCC1	-22	-112	.	-4	7	-162	-140	.
Cc1ccc(NC(=O)c2c3c(N4CCOCC4)ncnc3n3ccccc23)cn1	-11	-15	-5	-6	-16	22	-15	-35
COc1ccc(-c2noc(C3(c4cccc(F)c4)CCOCC3)n2)cc1	3	4	-9	5	-1	-5	4	-12
COCCOC(=O)C1=C(C)Nc2nc3ccccc3n2C1c1ccc(OC)cc1OC (stereo unspecified)	-9	-1	0	-2	-5	-16	6	-6
COc1ccccc1NC(=O)c1ccccc1NC(=O)C1CC(=O)N(c2ccccc2)C1 (stereo unspecified)	-109	-3	-3	3	-8	-18	0	-24
CCOC(=O)c1ccccc1NS(=O)(=O)c1cccc(C(F)(F)F)c1	12	9	23	7	18	22	8	19
O=C(O)c1sccc1OCc1cccc(C(F)(F)F)c1	16	0	1	-1	3	13	-1	8
Cc1nc(C2CCCCN2C(=O)C2CCC2)nc2c1CCC(=O)N2Cc1ccccn1 (stereo unspecified)	1	7	8	0	4	8	3	16
COc1ccc(N(C(=O)CCCC(=O)Nc2ccccn2)C(C(=O)NC2CCCCC2)c2ccc(Cl)cc2)cc1 (stereo unspecified)	27	4	13	1	13	33*	2	37*
O=C(NCCc1ccc(F)cc1)N1C[C@H]2C[C@H]3[C@@](CNS3(=O)=O)(C1)O2	-4	6	14	-1	12	12	0	20
O=C(O)c1c(CNCC2CCCO2)c2ccccc2n1Cc1ccccc1F (stereo unspecified)	-1	-65	8	-8	4	.	12	8
COc1ccccc1C(=O)N1CCC(Cc2nc(-c3cnccn3)no2)CC1	6	0	-2	0	0	0	-3	9
C/C=C/C=C(\CO)C(O)C(C)O (stereo unspecified)	-14	-25	-9	-4	-7	-25	-1	-115
COc1ccc(C(=O)c2cc3c(CO)cnc(C)c3oc2=O)cc1	-65	-12	-1	2	2	-12	-2	-6
O=C(Cc1ccsc1)N1CCC(Nc2ncnc3c2CCC3)C1 (stereo unspecified)	0	0	-6	-4	-10	-12	-2	-13
Cc1nc(C2CCCN(S(=O)(=O)c3ccc(Cl)cc3)C2)nc2c1CCC(=O)N2C (stereo unspecified)	1	0	.	2	5	2	2	.
c1ccc(CCSc2ncnc3c2sc2nc(-c4ccccc4)c4c(c23)CCC4)cc1	7	-4	-25	-4	-18	10	-7	-128
CNc1cc(CC2CCN(C(=O)c3cccnc3)CC2)nc(C)n1	13	6	4	-1	10	9	1	18
CCOC(=O)c1cccc(NC(=O)CN(c2ccc(OC)cc2)S(=O)(=O)c2c(C)noc2C)c1	9	7	11	3	7	-34	10	0
O=C(CN1CCC2(CCC1=O)CC(=O)c1ccccc1O2)NCc1ccncc1 (stereo unspecified)	6	0	-19	1	-3	-5	-3	-1
Cc1cccc(C(=O)Nc2ccc3c(c2)nc(CCN2CCCCC2)n3C)c1	-2	-7	-13	-4	-13	-14	0	-20
Cc1cc(C)cc(CN2CCN(c3ccc4c(c3)CCC4)C2=O)c1	8	6	7	7	21	17	0	12
Fc1ccccc1CN1CC[C@H](c2nnc(-c3ccncc3)o2)C1	-4	0	6	-1	0	-2	0	-6
CC(C)(NC(=O)c1ccc([N+](=O)[O-])cc1)c1nc2ccccc2[nH]1	-101	0	4	0	8	-13	3	21
Cc1sc2c(c1C)C(=O)CS(=O)(=O)N2C	-10	0	-22	-3	-25	-25	-2	-127
Cc1cccc(NC(=O)C2CCCN(c3cc(=O)n(C)c(=O)n3C)C2)c1 (stereo unspecified)	4	0	-8	-4	-7	-44	-2	-24
Cc1nc(CO[C@H]2CN(C(=O)C3CCOC3)[C@@H]3COC[C@H]23)cs1 (stereo partly specified)	-81	-3	-15	-2	-9	-12	-4	-11
O=C(O)CCn1cnc2c(-c3ccccc3)noc2c1=O	-17	-3	-5	0	-1	-1	1	-12

Sorted by count of non-hydrogen atoms (rising): 3 of the compounds above.
structure	USP8 block	USP7 block	USP28 block	USP10 inh	OTUD3 inh	USP17 block	UCHL1 block	USP30 block
O=C(Nc1cccc([N+](=O)[O-])c1)Nc1ccc2snnc2c1	95*	84*	6	56*	-1	-5	68*	-16
COc1ccc(-c2noc(C3(c4cccc(F)c4)CCOCC3)n2)cc1	3	4	-9	5	-1	-5	4	-12
COc1ccc(N(C(=O)CCCC(=O)Nc2ccccn2)C(C(=O)NC2CCCCC2)c2ccc(Cl)cc2)cc1 (stereo unspecified)	27	4	13	1	13	33*	2	37*

Next section:
structure	USP8 block	USP7 block	USP28 block	USP10 inh	OTUD3 inh	USP17 block	UCHL1 block	USP30 block
O=C(OCC(=O)N1CCC(Cc2ccccc2)CC1)c1ccc2c(c1)S(=O)(=O)N=C1CCCCCN12	9	6	21	3	7	2	5	49*
Cc1cccc(C(=O)NCC(=O)Nc2nc3ccccc3[nH]2)c1	16	6	2	4	3	3	4	11
CN1CCC2(CN(Cc3cccnc3)CC23CCN(C(=O)NCc2ccccc2)CC3)C1=O (stereo unspecified)	-48	4	-6	-9	3	.	-1	-19
COc1cc(C2CCN(C(=O)c3cccc(C)c3)CC2)on1	5	3	4	0	3	1	0	21
Cn1c(=O)c2cn3c(c2n(C)c1=O)C(c1cccc(F)c1F)Nc1ccccc1-3 (stereo unspecified)	-1	-16	.	-1	0	1	-3	.
CCOCCSc1ncnc2c1sc1nc(N3CCOCC3)c3c(c12)CC(C)(C)OC3	2	0	13	2	9	8	3	27
COc1ccc(OC)c(CCNc2nc(-c3cccc(OC)c3OC)no2)c1	-1	-6	-18	-7	-13	-16	-2	-31
O=C(NCc1cccnc1N1CCCCC1)c1nc2n(n1)-c1ccccc1S(=O)(=O)N2	-14	3	-2	17	-1	-3	0	3
Cc1ccc(S(=O)(=O)N2CCN(C(C)c3nc4ccccc4c(=O)[nH]3)CC2)cc1 (stereo unspecified)	-7	-2	-12	-2	-1	2	-3	-8
C[C@]12C(=O)N(c3ccc(C(=O)NCc4ccccc4)cc3)C(=O)N1CCc1c2[nH]c2ccccc12	12	0	5	1	4	4	2	6
CN(C)S(=O)(=O)c1ccc(NC(=O)c2ccccc2-c2ccc(C(F)(F)F)cc2)cc1	0	9	7	5	2	-8	5	13
CC1=NOC(CNC(=O)Nc2cc(C)ccc2C)C1 (stereo unspecified)	11	1	3	1	-2	6	1	8
CCc1ccc(S(=O)(=O)c2cnc3ccc(C)cc3c2Nc2ccc(C)c(C)c2)cc1	-5	7	-15	0	-13	-6	1	-44
CNc1nc(C2CCCCN2S(=O)(=O)c2ccccc2)nc2c1CCN(C(C)=O)C2 (stereo unspecified)	-14	-11	-16	-3	-10	-14	-3	-11
COc1cccc(CN2C[C@@H](c3cc(=O)[nH]c(C)n3)[C@H](c3ccccc3F)C2)c1	10	-1	13	-1	12	0	2	20
Cc1ccc(NC2=NC(c3ccco3)n3c(nc(C)cc3=O)N2)c(C)c1 (stereo unspecified)	-8	1	22	12	8	40*	1	62*
COc1ccccc1CNc1ncc(C(=O)NC2CCCC2)c(C)n1	-19	-18	-24	-11	-29	-33	-23	-95
Cc1ccc(NC(=O)c2nn(C)c3ccccc3c2=O)cc1	-1	0	-9	-1	-1	14	-3	-3
O=C(N1CCC2(CC1)CC2)C1(c2cccc(F)c2)CCOCC1	-10	-14	-9	1	-5	-8	-6	-7
CCSc1ncc2c(=O)n(CC(=O)Nc3cccc(F)c3)cnc2n1	-8	-1	-11	-7	-5	-1	-2	-29
O=C(NCCCN1CCC(N2CCCCC2)CC1)C1CCCN(S(=O)(=O)N2CCCCC2)C1 (stereo unspecified)	7	-6	-17	-2	-10	-13	-13	-78
COc1cccc(CNC(=O)c2ccc(Cn3cncn3)cc2)c1	5	2	7	2	17	8	1	29
Cc1c(C(=O)CSc2ncnc3c2oc2ccccc23)c2ccccc2n1C	8	9	0	4	10	21	4	16
O=S(=O)(c1cc(-c2nnc(C3CC3)o2)co1)N1CCCC1	0	-1	-7	-2	-3	-4	-4	-10
CC(C)n1ncc2[nH]c(C3CCN(C4CCN(Cc5ccccn5)CC4)CC3)nc21	-12	-18	-54	-12	-40	-47	-21	-176

Structures listed so far that have a halogen:
structure	USP8 block	USP7 block	USP28 block	USP10 inh	OTUD3 inh	USP17 block	UCHL1 block	USP30 block
CC(=O)N1CCN(S(=O)(=O)c2ccc(Cl)cc2)CC2(CNC(=O)C2)C1 (stereo unspecified)	-24	5	10	3	12	5	2	25
CCc1nc(SCC(=O)Nc2ccc(Cl)c(Cl)c2)c2oc3ccccc3c2n1	-241	7	1	13	1	25	2	18
COc1cc2c(c(OC)c1OC)-c1ccc(NCc3ccccc3F)c(=O)cc1[C@@H](NC(C)=O)CC2	-72	-10	-22	-4	-37	-47	-9	-100
COc1ccc(-c2noc(C3(c4cccc(F)c4)CCOCC3)n2)cc1	3	4	-9	5	-1	-5	4	-12
CCOC(=O)c1ccccc1NS(=O)(=O)c1cccc(C(F)(F)F)c1	12	9	23	7	18	22	8	19
O=C(O)c1sccc1OCc1cccc(C(F)(F)F)c1	16	0	1	-1	3	13	-1	8
COc1ccc(N(C(=O)CCCC(=O)Nc2ccccn2)C(C(=O)NC2CCCCC2)c2ccc(Cl)cc2)cc1 (stereo unspecified)	27	4	13	1	13	33*	2	37*
O=C(NCCc1ccc(F)cc1)N1C[C@H]2C[C@H]3[C@@](CNS3(=O)=O)(C1)O2	-4	6	14	-1	12	12	0	20
O=C(O)c1c(CNCC2CCCO2)c2ccccc2n1Cc1ccccc1F (stereo unspecified)	-1	-65	8	-8	4	.	12	8
Cc1nc(C2CCCN(S(=O)(=O)c3ccc(Cl)cc3)C2)nc2c1CCC(=O)N2C (stereo unspecified)	1	0	.	2	5	2	2	.
Fc1ccccc1CN1CC[C@H](c2nnc(-c3ccncc3)o2)C1	-4	0	6	-1	0	-2	0	-6
Cn1c(=O)c2cn3c(c2n(C)c1=O)C(c1cccc(F)c1F)Nc1ccccc1-3 (stereo unspecified)	-1	-16	.	-1	0	1	-3	.
CN(C)S(=O)(=O)c1ccc(NC(=O)c2ccccc2-c2ccc(C(F)(F)F)cc2)cc1	0	9	7	5	2	-8	5	13
COc1cccc(CN2C[C@@H](c3cc(=O)[nH]c(C)n3)[C@H](c3ccccc3F)C2)c1	10	-1	13	-1	12	0	2	20
O=C(N1CCC2(CC1)CC2)C1(c2cccc(F)c2)CCOCC1	-10	-14	-9	1	-5	-8	-6	-7
CCSc1ncc2c(=O)n(CC(=O)Nc3cccc(F)c3)cnc2n1	-8	-1	-11	-7	-5	-1	-2	-29
